Assay outcomes (PubChem BioAssay)
HP1b chromo inh: HP1-beta chromodomain-methylated histone interaction inhibition | P83916 | AlphaScreen HP1-beta / biotin-H3K9me3 peptide binding | Potency, µM (highest dose often 114 µM), without a hit: top-dose activity change, negative = inhibition, most hits filed as inhibitors | 0.56% of 390,000 active | AID 540317; also: nearly all actives have a fitted effect of over 70% in size; inactives centre near 23
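Compound inhibition of the preformed complex between 50 nM HP1-beta and 50 nM biotinylated H3K9me3 peptide was read by AlphaScreen. Buffer was PBS pH 7.4 with 0.01% Tween-20. Incubations ran 30 min at room temperature, with 10 ug/mL donor/acceptor beads.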
BAZ2B block: BAZ2B (human) inhibition | Q9UIF8 | 4.4% of 360,000 active | AID 504333 | AlphaScreen BAZ2B-H3K14Ac peptide displacement | Potency, µM (top dose mostly 114 µM), for the others: top-dose activity change, negative = inhibition, actives largely listed as inhibitors; also: % is scaled to controls: 0 for no effect and ±100 for the full control effect; nearly all actives have a fitted effect of over 60% in size
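Inhibition is scored as reduced AlphaScreen emission. The BAZ2B/b-H3(5-23)K14Ac complex (50 nM each) in PBS pH 7.4, 0.01% Tween-20 meets compound (up to 110 uM) for 30 min at RT before bead addition.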
Tb PGK inh: inhibitors of T. brucei phosphoglycerate kinase. P07378. PGK/GAPDH coupled, Kinase-Glo luminescence, 60 min. Potency, µM (titrated, usually from 57.5 µM), without a hit: at the top dose activity change, negative = inhibition, hits mostly inhibitors. 0.043% of 380,000 active; also: % is scaled to controls: 0 for no effect and ±100 for the full control effect; nearly all actives have a fitted effect of over 60% in size
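Luminescent ATP detection (Kinase-Glo Plus) follows a 60-minute room-temperature incubation, with wells lacking PGK as controls. Buffer: 100 mM TEA (pH 7.6), 5 mM MgCl2, 0.01% Tween-20. Coupling enzyme GAPDH (100 nM final) supplies unstable 1,3-BPG in-well.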
JMJD2A Tudor: blocks the human JMJD2A Tudor domain. AlphaScreen JMJD2A-Tudor / H3K4me3 peptide binding. Potency, µM (doses to about 114 µM), without a hit: at the highest dose activity change, negative = inhibition, hits mostly inhibitors. 4.4% of 390,000 active. AID 504339; also: % is scaled to controls: 0 for no effect and ±100 for the full control effect; nearly all actives have a fitted effect of over 50% in size
BLM helicase inh: inhibitors of human Bloom syndrome helicase BLM | recombinant BLM DNA unwinding, fluorescence dequenching | 0.2% of 350,000 active | Potency, µM (series often up to 56.1 µM), for inactives: top-dose activity change, negative = inhibition, hits mostly inhibitors;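 also: plate controls were vehicle for no effect and no enzyme for full effect; nearly all actives have a fitted effect of over 35% in size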
Target sequence (P54132 whole entry, looked up): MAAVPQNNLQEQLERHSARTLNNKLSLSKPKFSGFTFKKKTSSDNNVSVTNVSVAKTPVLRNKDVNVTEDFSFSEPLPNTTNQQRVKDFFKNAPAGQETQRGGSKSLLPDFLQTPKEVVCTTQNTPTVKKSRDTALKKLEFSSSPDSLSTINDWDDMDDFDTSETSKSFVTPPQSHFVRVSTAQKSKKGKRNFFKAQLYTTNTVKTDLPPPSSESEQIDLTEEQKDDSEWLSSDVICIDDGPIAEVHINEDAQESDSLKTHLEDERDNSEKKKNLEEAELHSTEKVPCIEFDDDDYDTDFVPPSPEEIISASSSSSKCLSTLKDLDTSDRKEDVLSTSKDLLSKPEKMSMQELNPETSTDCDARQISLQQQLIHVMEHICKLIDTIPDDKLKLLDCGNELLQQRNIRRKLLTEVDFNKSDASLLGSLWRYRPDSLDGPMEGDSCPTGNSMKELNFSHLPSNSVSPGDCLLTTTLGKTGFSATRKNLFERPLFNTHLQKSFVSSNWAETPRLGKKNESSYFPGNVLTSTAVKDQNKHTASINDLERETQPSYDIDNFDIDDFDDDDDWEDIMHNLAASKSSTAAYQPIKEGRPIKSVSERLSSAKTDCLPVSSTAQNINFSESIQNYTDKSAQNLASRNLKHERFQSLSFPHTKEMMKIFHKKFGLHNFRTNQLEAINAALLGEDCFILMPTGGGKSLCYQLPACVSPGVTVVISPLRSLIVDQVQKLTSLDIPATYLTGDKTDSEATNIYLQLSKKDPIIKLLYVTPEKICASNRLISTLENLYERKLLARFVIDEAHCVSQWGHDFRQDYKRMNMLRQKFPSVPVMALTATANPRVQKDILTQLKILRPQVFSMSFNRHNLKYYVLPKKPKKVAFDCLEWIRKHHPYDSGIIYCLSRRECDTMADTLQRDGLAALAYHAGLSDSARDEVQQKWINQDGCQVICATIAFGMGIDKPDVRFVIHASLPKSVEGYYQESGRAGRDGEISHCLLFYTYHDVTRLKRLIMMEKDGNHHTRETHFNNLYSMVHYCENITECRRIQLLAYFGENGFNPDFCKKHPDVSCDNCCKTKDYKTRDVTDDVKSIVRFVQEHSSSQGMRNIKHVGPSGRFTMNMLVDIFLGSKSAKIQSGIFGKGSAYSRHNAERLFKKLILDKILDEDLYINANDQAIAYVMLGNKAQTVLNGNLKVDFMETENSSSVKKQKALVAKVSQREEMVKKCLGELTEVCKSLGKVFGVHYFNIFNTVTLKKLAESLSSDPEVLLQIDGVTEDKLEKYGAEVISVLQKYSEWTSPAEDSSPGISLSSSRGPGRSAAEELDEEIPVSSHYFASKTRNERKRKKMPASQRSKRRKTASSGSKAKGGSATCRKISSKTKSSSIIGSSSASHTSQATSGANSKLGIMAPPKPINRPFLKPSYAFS
GLS inhibitor: inhibitors of human glutaminase (GLS); O94925; GLS enzymatic activity, qHTS titration; Potency, µM (titrated, usually from 45.5 µM), inactives show at the top dose activity change, negative = inhibition, actives largely listed as inhibitors; 0.21% of 410,000 active; AID 624170; also: % is scaled to controls: 0 for no effect and ±100 for the full control effect
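hKGA in 45 mM KH2PO4 (pH 8.2), 0.02% Tween-20 with compound, then 1mM L-Glutamine (stock as added) plus glutamate oxidase/HRP/Amplex red coupling mix. Fluorescence read initially and after 30 min at RT; signal change reflects glutamate formation.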
POLI inh: blocks human DNA polymerase iota activity; AID 588590; 1% of 390,000 active; Pol iota fluorescent replication assay, 10 min; Potency, µM (top dose mostly 115 µM), without a hit: at the highest dose activity, negative = inhibition, usual class: inhibitors
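Fluorescent replication assay read twice, at 0 min and 10 min after adding 50 nM (final) substrate. Enzyme (10 nM) and compounds were first incubated 15 min at room temperature; enzyme-free buffer wells were negative controls.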
Pin1 inh: human Pin1 inhibition. Q13526. Pin1 FP peptide displacement, HiFluor488, 10 min. Potency, µM (doses to about 115 µM), without a hit: at the top dose activity, negative = inhibition, usual class: inhibitors. 0.009% of 390,000 active. AID 504891; active = well fitted inhibition curve with a large enough effect in the polarisation, with a control signal flat, not every such curve was filed as active; inconclusive = small, poorly fitted or top-dose-only effect, or effect the other way, or a change in a side signal; inactive = no such curve, though single readings can be large or run the other way; the % refers to the polarisation; also: % is scaled to controls: 0 for no effect and ±100 for the full control effect
G9a inh: blocks human histone lysine methyltransferase G9a; Q96KQ7; G9a H3K9 monomethylation, AlphaScreen, 2 h; Potency, µM (doses to about 102 µM), for the others: at the top dose activity, negative = inhibition, most hits filed as inhibitors; 8.8% of 350,000 active; AID 504332; also: % is scaled to controls: 0 for no effect and ±100 for the full control effect; nearly all actives have a fitted effect of over 75% in size
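Compounds were preincubated with 20 nM G9a for 15 min, after which biotinylated H3K9 peptide (500 nM) and SAM (20 uM) started a 2 h room-temperature reaction. Monomethylated product was quantified by antibody-based AlphaScreen chemiluminescence.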
Numbers without * were called inactive; i = inactive; ? = inconclusive; nt = no result given; [ ] = another dose, or the depositor's remark. Unless noted, calls follow the shape of the dose curve; as a rule, active = well fitted curve in the direction sought with a large enough effect; inconclusive = small, poorly fitted or top-dose-only effect, or another doubt; inactive = no such curve, though single readings can be large; an effect the other way counts as inactive or inconclusive. Potency is read from the fitted curve at half-maximal effect.

SMILES	HP1b chromo inh	BAZ2B block	Tb PGK inh	JMJD2A Tudor	BLM helicase inh	GLS inhibitor	POLI inh	Pin1 inh	G9a inh
COc1ccc([N+](=O)[O-])cc1/C=N/NC(=O)/C(=C\c1cccs1)NC(=O)c1ccccc1	6%	-21%	i	-23%	-6%	14%	-2%	2%	89µM*
Oc1ccc(C[C@@H]2CNCCN2CC2(c3ccccc3)CC2)cc1	6%	3%	-2%	-27%	nt	1%	-26%	-1%	25%[2.33 µM]
COCc1nnc(NC(C)=O)s1	7%	6%	-9%	-12%	-3%	-1%	37%[activator]	-6%	nt
O=C(CN1CCOC1=O)N1CCCC(Nc2ccc(F)c(F)c2)C1 (stereo unspecified)	27%	0%	-9%	-7%	-2%	21%	54%[activator]	-4%	10%[59 µM]
O=S(=O)(Cc1cc(NCc2ccccc2)nc(-c2ccncc2)n1)c1ccccc1	26%	-10%	8%	6%	-1%	8%	89%[activator]	6%	-31%
Cc1ccc(SCC(=O)OCC(=O)N(CCC#N)c2ccccc2)cc1C	53%[activator]	13%	7%	?	nt	5%	6%	10%	56µM*
COc1cccc(CNc2nc(SC)ncc2CO)c1	17%	4%	3%	-8%	-1%	7%	?	3%	11%[59 µM]
CC(=O)Nc1ccc(OCC(O)CN2CCN(c3cccc(Cl)c3)CC2)cc1 (stereo unspecified)	22%	0%	3%	-19%	-3%	34%[activator]	17%	-1%	-37%
NC(=O)C1CCN(C(=O)c2cccc(S(=O)(=O)N3CCCC3)c2)CC1	39%	2%	-6%	-3%	nt	-8%	10%	0%	-22%
CN(Cc1ccc(Cl)cc1Cl)C(=O)CCNC(=O)c1ccco1	55%[activator]	13%	i	-3%	nt	-3%	4%	5%	-11%[12.7 µM]
CCOC(=O)c1cnc2cc(F)c(F)cc2c1Nc1ccccc1O	40%[activator]	-32%	-7%	-7%	1%	8%	20%	-5%	10%[59 µM]
CC(=O)N1CCN=C1SCc1ccc(C)cc1	46%[activator]	8%	5%	3%	0%	1%	33%[activator]	2%	1%[59 µM]
CCOC(=O)c1c(NC(=O)C2C3C=CC(C3)C2C(=O)O)sc2c1CC(C)(C)OC2 (stereo unspecified)	-3%	-27%	-12%	?	1%	3%	100%[activator]	-6%	nt
CCn1c2ccccc2c2cc(NC(=O)CC(C)=O)ccc21	12%	-8%	-7%	-30%	1%	12%	-6%	-5%	0%
C1=C(c2ccccc2)Nc2ncnn2C1c1ccccc1 (stereo unspecified)	55%[activator]	nt	-6%	-15%	nt	1%	-10%	-29%	nt
O=C1NC[C@H](Cc2ccccc2)N(C[C@H]2CCCN2C[C@H](Cc2ccccc2)N2C[C@H](Cc3ccccc3)N(CC3CCCCCC3)C(=O)C2=O)C1=O	-2%	nt	3%	-22%	nt	22%	-11%	-2%	nt
CCCS(=O)(=O)c1nc(S(=O)(=O)c2ccc(C)cc2)c(N2CCC(C)CC2)s1	62%[activator]	-10%	i	-21%	-7%	-2%	23%	3%	-6%
CCN(CC)CCNc1cc(C)nc2c1C(=O)C(=O)C=C2N1CCCCC1	9%	-38%	i	1%	-10%	-10%	-26%	-7%	-50%
O=C(Cc1ccccc1[N+](=O)[O-])NCCc1ccc(F)cc1	32%	-2%	-2%	-12%	-5%	-2%	0%	-4%	17%[59 µM]
O=C(NCCN1CCN(c2ccccc2)CC1)C1CCN(S(=O)(=O)c2cccc3nsnc23)CC1	28%	-15%	9%	-5%	-4%	12%	16%	3%	19%[59 µM]
CC1(C)C(=O)C2(CCCCC2)C(=O)OC1c1cccn1-c1ccc([N+](=O)[O-])cc1 (stereo unspecified)	12%	-35%	-12%	-4%	0%	-4%	2%	-8%	4%
COc1ccc(-c2noc(CNC(=O)CCCN3C(=O)[C@H]4CC=CC[C@H]4C3=O)n2)cc1	71%[activator]	-15%	0%	-19%	-2%	-11%	2%	13%	9%
O=C(NC(=S)Nc1ccc(N2CCCCC2)cc1)c1cccs1	40µM*	14µM*	-13%	35µM*	-13%	41%[activator]	-19%[58.9 µM]	0%	14µM*
Oc1[nH]c2ccccc2c1N=Nc1ccccc1	23%	?	-1%	-10%	4%	8%	38%[activator]	?	4%[12.7 µM]
O=C(N/N=C/C=C/c1ccc2c(c1)OCO2)C(O)c1ccccc1 (stereo unspecified)	14%	-17%	6%	-16%	-6%	0%	124%[activator]	-13%	-27%
COc1cc2c(cc1OC)CN(CC(=O)Nc1cccc([N+](=O)[O-])c1)CC2	1%	-27%	nt	-27%	-9%	?	-16%	-2%	?
Cc1ccnc2c1ccc1c(C)ccnc12	48%[activator]	4.5µM*	-1%	7.1µM*	nt	16%	25%	-5%	?
CC(CCC(=O)O)(c1ccc(O)cc1)c1ccc(O)cc1	71%[activator]	?	-1%	-10%	nt	29%	9%	-2%	-38%[0.501 µM]
O=C1CN(C(=O)COC(=O)C23CC4CC(CC(O)(C4)C2)C3)c2ccccc2N1	26%	-4%	-5%	-1%	2%	-2%	15%	4%	8%[12.7 µM]
CCNC(=S)NCc1ccc2c(c1)OCO2	40%[activator]	-1%	-8%	-9%	3%	2%	14%	2%	9%
CN(C)CCOc1nc(-c2ccccc2)nc2c1oc1ccccc12	-18%	-13%	-6%	?	156%[activator]	14%	?	-3%	?
CC1CN(C(=O)c2cn3ccccc3n2)CC(C)O1 (stereo unspecified)	-7%	-22%	-1%	-21%[57.1 µM]	1%	3%	13%	-1%	-1%[59 µM]
COCCn1c(=O)[nH]c2cc(C(=O)N3CCN(c4ccc(F)cc4)CC3)ccc2c1=O	5%	-12%	-5%	-18%	3%	23%	2%	2%	6%[59 µM]
O=C(NCc1ccc(Cl)cc1)c1ccc(CSCc2cccc(Cl)c2)o1	99%[activator]	-1%	6%	12%	-6%	5%	-16%	1%	-6%[59 µM]
CCCCNC(=O)c1nnn(-c2ccccc2)c1N	21%	-1%	-10%	-1%	0%	6%	-2%	6%	9%[59 µM]
CC(=O)c1cc(-c2ccccc2)n(CC(=O)Nc2cccc(C)c2C)c1C	17%	-1%	-6%	-26%	-3%	3%	-3%	2%	10%
NC(=O)c1ccsc1NC(=O)COC(=O)c1c(F)cccc1Cl	2%	7%	-12%	-17%	nt	6%	-17%	0%	20%[2.33 µM]
Cn1c(-c2ccc(F)cc2)cc2onc(-c3c(F)cccc3Cl)c2c1=O	43%[activator]	nt	i	-14%	nt	-2%	9%	1%	nt
CCOc1ccc(-c2cc3nc(C4CCN(C(=O)OC(C)(C)C)CC4)c(C(=O)Nc4cccc(CC)c4)cn3n2)cc1	41%[activator]	1%	-5%	-13%	2%	-10%	31%[activator]	21%	-6%[59 µM]
CCOc1ccc(C(=O)Nc2ccc(NC(=O)c3ccco3)c(Cl)c2)cc1Br	17%	2%	-4%	-16%	-8%	5%	-10%	30%[activator]	48%[12.7 µM]
C#CCn1c(=NC(=O)c2cc(-c3cccs3)nc3ccccc23)sc2cc(S(N)(=O)=O)ccc21	26%	0%	-7%	-6%	-7%	5%	?	?	5%[59 µM]
CC(=O)Nc1ccc(N2C(=O)CSC2c2ccccc2[N+](=O)[O-])cc1 (stereo unspecified)	-15%	2%	6%	-14%	-2%	-3%	187%[activator]	0%	?
Cc1ccc(Nc2nc(-c3ccc(C)cc3)c(CC(=O)O)s2)cc1	-23%	?	-7%	?	-9%	-18%	-19%	31%[activator]	35µM*
COc1cccc(CNC(=O)CN2C(=O)CCc3cc(S(=O)(=O)N4CCOCC4)ccc32)c1	27%	-9%	0%	-10%	0%	3%	3%	9%	24%[59 µM]
CCOC(=O)c1sc(NC(=O)C2CCC2)cc1C	119%[activator]	-14%	nt	-10%	-5%	1%	20%	-2%	3%
N/C(=N\OC(=O)c1ccc(Cl)cc1)c1ccccn1	16%	9%	?	-19%	1%	7%	-3%[58.9 µM]	0%	nt

Arranged by formula weight (highest first): some entries from above.
SMILES	HP1b chromo inh	BAZ2B block	Tb PGK inh	JMJD2A Tudor	BLM helicase inh	GLS inhibitor	POLI inh	Pin1 inh	G9a inh
C#CCn1c(=NC(=O)c2cc(-c3cccs3)nc3ccccc23)sc2cc(S(N)(=O)=O)ccc21	26%	0%	-7%	-6%	-7%	5%	?	?	5%[59 µM]
COc1cccc(CNC(=O)CN2C(=O)CCc3cc(S(=O)(=O)N4CCOCC4)ccc32)c1	27%	-9%	0%	-10%	0%	3%	3%	9%	24%[59 µM]
CCOc1ccc(C(=O)Nc2ccc(NC(=O)c3ccco3)c(Cl)c2)cc1Br	17%	2%	-4%	-16%	-8%	5%	-10%	30%[activator]	48%[12.7 µM]
COCCn1c(=O)[nH]c2cc(C(=O)N3CCN(c4ccc(F)cc4)CC3)ccc2c1=O	5%	-12%	-5%	-18%	3%	23%	2%	2%	6%[59 µM]
Cn1c(-c2ccc(F)cc2)cc2onc(-c3c(F)cccc3Cl)c2c1=O	43%[activator]	nt	i	-14%	nt	-2%	9%	1%	nt
CC(=O)c1cc(-c2ccccc2)n(CC(=O)Nc2cccc(C)c2C)c1C	17%	-1%	-6%	-26%	-3%	3%	-3%	2%	10%
NC(=O)c1ccsc1NC(=O)COC(=O)c1c(F)cccc1Cl	2%	7%	-12%	-17%	nt	6%	-17%	0%	20%[2.33 µM]
CN(C)CCOc1nc(-c2ccccc2)nc2c1oc1ccccc12	-18%	-13%	-6%	?	156%[activator]	14%	?	-3%	?
CCOC(=O)c1sc(NC(=O)C2CCC2)cc1C	119%[activator]	-14%	nt	-10%	-5%	1%	20%	-2%	3%
CCCCNC(=O)c1nnn(-c2ccccc2)c1N	21%	-1%	-10%	-1%	0%	6%	-2%	6%	9%[59 µM]

This is a subset; rates above refer to the full screens.
